From PubChem BioAssay
TAG inh = inhibitors of triacylglycerol accumulation | hit rate 0.66% among 230,000 | inhibition, % at 12.5 µM | H9c2 cells, Nile Red lipid (TAG) fluorescence; cells loaded with 200 µM oleic acid;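 active = pattern-corrected inhibition of lipid staining of at least 50% with the nuclear-stain viability signal not falling by more than 50%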;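 also: 0% = DMSO wells and 100% = triacsin C control wells; some results filed as inactive read as strong as hits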
TAG inh DAPI viability = recorded beside TAG inh, whose call it bears; DAPI nuclei signal change (viability), lower = more cytotoxic, %;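 whole-well DAPI fluorescence read on a plate reader as a viability signal; minus 50 percent equals half of cells still viable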
An asterisk follows results filed as active.

SMILES	TAG inh	TAG inh DAPI viability
CCCCN(C(=O)CCCc1nc2ccccc2s1)c1c(N)n(CC(C)C)c(=O)[nH]c1=O	17	-14
COc1cccc(C(=O)Nc2ccccc2N2CCOCC2)c1	-16	9
O=c1[nH]c(SCc2cccc(F)c2)nc2ccccc12	-1	6
COc1ccc(-c2ccc3[nH]c4c(c3c2)CCN2C[C@H]3[C@H](C)ON(C)[C@H]3C[C@@H]42)cc1	10	2
COc1ccccc1C(=O)NCCC(=O)Nc1ccc(S(=O)(=O)N2CCCC(C)C2)cc1 (configuration not stated)	-20	-7
N#CCn1nnc(-c2ccc3c(c2)OCO3)n1	1	-7
COC(=O)C1=C(C)Nc2nnnn2C1c1ccco1 (configuration not stated)	16	-12
CCc1noc(C)c1C(=O)OCC(=O)Nc1c(F)cccc1F	-1	-2
Cc1ccc(NC(=O)CN2C(=O)NC3(CCCCCC3)C2=O)cc1Cl	-34	0
O=C(NCC(c1ccco1)N1CCN(c2ccc(F)cc2)CC1)C1CCCCC1 (configuration not stated)	-9	2
CC1CCCC(CC(N)=O)CC1 (configuration not stated)	-5	7
CC(=O)c1ccc(NC(=O)C(C)n2nc(-c3ccccc3)c3cc(Cl)ccc32)cc1 (configuration not stated)	35	11
O=C(CN(CCc1ccccc1)C(=O)CNS(=O)(=O)c1ccccc1)NCc1ccco1	16	-9
CCOC(=O)N1CCC(NC(=O)CC(NS(=O)(=O)c2ccc(Cl)cc2)c2ccco2)CC1 (configuration not stated)	-7	-2
COCCn1c(SCC(=O)Nc2cc(C)on2)nc2ccccc21	-7	5
CC(C)C(=O)Nc1ccc(C(=O)NNC(=S)NC(=O)c2ccco2)cc1	3	-9
CCOc1ccc(N2C(=O)c3ccc(C(=O)OCc4c(C)noc4C)cc3C2=O)cc1	-16	6
O=C(CSc1nnc(CNc2ccc(F)cc2)n1Cc1ccccc1)N1CCOCC1	-42	23
Cc1cc(=O)[nH]c(SCC(=O)Nc2cc(S(=O)(=O)N3CCCC3)ccc2Cl)n1	-5	5
O=C(Nc1ccc(N2CCOCC2)c2nonc12)C1CCCC1	6	0
O=C(Nc1cccc([N+](=O)[O-])c1)N(c1ccccc1)c1ccccc1	-1	11
COc1ccc([C@H]2CC(=O)C=C(c3ccc(SC)cc3)C2)cc1OC	-15	9
CCOC(=O)C1CCN(S(=O)(=O)c2c(C)[nH]c(=O)[nH]c2=O)CC1	-7	3
O=C(CSc1nc2ccccc2[nH]1)N/N=C/C=C\c1ccccc1[N+](=O)[O-]	2	-3
COc1ccc(-c2ncc(CN3CCN(CCC(C)C)C(CCO)C3)cn2)cc1 (configuration not stated)	-4	14
Cn1c(NC(=O)c2ccc(F)c(F)c2)cc(=O)n(C)c1=O	-8	-7
N#Cc1ccc(C(=O)Nc2ccc([N+](=O)[O-])cc2)c(F)c1	0	-9
COc1ccc(OCC(=O)N2CCN(S(=O)(=O)c3ccc(Cl)s3)CC2)cc1	-7	-6
CCCCC(=O)Nc1ccc(C(=O)Nc2ccc(OC)cc2[N+](=O)[O-])cc1	-5	4
COc1ccc(S(=O)(=O)N2CCCCCC2)cc1C(=O)N(C)Cc1ccc(Cl)cc1Cl	-2	-3
CCOC(=O)c1cc2c(c(CCO)n1)[C@@H](CCO)N(S(=O)C(C)(C)C)C2 (some centres not stated)	-1	9
Cc1ccc(CNC(=O)Cn2cnc3c(NC(=O)OCc4ccccc4)ncnc32)o1	-3	-5
COc1cc(/C=N/NC(=O)c2ccccn2)cc2c1OCO2	3	-2
CC(=O)c1cc(CN2CCN(Cc3ccccc3)C(CCO)C2)cs1 (configuration not stated)	15	-6
COC(=O)c1c(NC(=O)c2cccc(N3C(=O)CCC3=O)c2)sc2c1CCN(C(C)=O)C2	-6	-2
CS(=O)(=O)N1CCN(c2ccccc2NC(=O)CSc2nnc(-c3ccco3)o2)CC1	0	5
O=C(CNC(=O)c1ccc(F)cc1)N/N=C/c1cc(Br)ccc1OC(=O)/C=C/c1ccco1	29	-14
CCOC(=O)C1=C(C)N=C2SC(C)C(=O)N2C1c1ccccc1 (configuration not stated)	11	-6
CCn1nnnc1SCC(=O)N1c2ccccc2CCc2ccccc21	-6	2
CCCCNc1c(-c2ccc(OC)c(SC(C)CC)c2)nc2cc(C)ccn12 (configuration not stated)	-9	74
CCn1c(SCC(=O)Nc2cccc(S(=O)(=O)N(C)c3ccccc3)c2)nnc1C1CC1	-10	-3
CC(Sc1nnc(-c2ccncc2)n1-c1ccc(F)cc1)C(=O)NC1CC1 (configuration not stated)	-2	6
CCCCCCCn1c(=N)n(CC(=O)c2ccco2)c2ccccc21	-58	-6
O=C(C1CCCCC1)N1CCc2ccccc21	-1	2
O=C(Cc1ccc2c(c1)OCCO2)Nc1cccc(S(=O)(=O)N2CCOCC2)c1	-16	-2
CCOc1ccc(C(=O)Nc2c3c(nn2-c2ccc(C)cc2)CS(=O)C3)cc1OCC (configuration not stated)	14	-2
CCOC(=O)c1nn(-c2ccc(C)cc2)c(=O)cc1OCC(=O)Nc1cccc(C)c1	13	-5
CCOc1ccc(/C=N/n2c(-c3ccccc3)n[nH]c2=S)cc1	-1	1
COC(=O)[C@@]1(Cc2ccccc2)[C@H]2C(=O)N(Cc3ccccc3)C(=O)[C@H]2[C@H]2CN=C(SCc3ccc(C)cc3)N21	25	-3
NC(=S)NNC(=O)Nc1cccc(Cl)c1	10	12
(listing goes on)
SMILES	TAG inh	TAG inh DAPI viability
Cc1cc(-c2c(C)[nH]n(-c3ccccc3)c2=O)n(-c2ccccc2)n1	2	0
CC1CN=C(N(C(=O)Nc2ccccc2)C(C)C)S1 (configuration not stated)	18	-20
CCOC(=O)C1(C)CCCN1C(=O)c1csnn1 (configuration not stated)	-7	6
O=C(Cn1nnc2ccccc2c1=O)NCc1ccc(Cl)cc1	3	0
O=C(NCc1ccccc1)N1CCN(CCO)CC1	6	-6
COc1ccc(Br)cc1CNC(=O)c1ccc2c(c1)N(C)CCS2	6	23
CCN(C(=O)CSc1nnc(-c2ccccc2)o1)c1c(N)n(Cc2ccccc2)c(=O)[nH]c1=O	11	-11
O=C(c1ccc(S(=O)(=O)N2CCCC2)cc1)N1CCC(CN2C(=O)c3cccc4cccc(c34)C2=O)CC1	-11	8
O=C(CCS(=O)(=O)c1ccccc1)NCCS(=O)(=O)c1ccccc1	5	-10
COc1ccc(N(CC(=O)Nc2cc([N+](=O)[O-])ccc2C)S(C)(=O)=O)cc1OC	3	-3
Cc1c(/N=C(\[O-])Nc2ccc(Br)cc2)sn[n+]1C	2	0
Fc1ccccc1/C=N/Nc1ncnc2ccccc12	8	-12
CCCN(C(=O)CSCC(=O)Nc1cccc(C)c1)c1c(N)n(Cc2ccccc2)c(=O)[nH]c1=O	-27	5
Cc1cc(C)c2nc(N3C(=O)C(O)=C(C(=O)c4ccco4)C3c3ccc(O)cc3)sc2c1 (configuration not stated)	8	-9
COc1ccccc1N1CCN(CC(O)COc2ccc3c(c2)OCO3)CC1 (configuration not stated)	-5	4
Cc1ccc(Cl)cc1-c1cc(C(=O)NCc2ccccc2)[nH]n1	-2	4
COc1ccc(C(=O)COC(=O)c2cccc(-n3cnnn3)c2)c(OC)c1	2	5
CC(=O)c1c(C)[nH]c(C(=O)OCC(=O)N2CCc3ccccc32)c1C	-113	7
COC(C/C=C\C(=O)[C@H](C)OCc1ccccc1)OC	10	3
O=C(NCCCCc1ccccc1)c1cccc(Br)c1	-24	0
CCc1nc2ccc(C(=O)N3CCN(C(C)=O)CC3)cn2c1N(CCC(C)C)CCN(C)C	11	0
Cc1ccc(S(=O)(=O)N2CCC(C(=O)OCCOc3ccccc3)CC2)cc1C	2	0
COc1cc2c(cc1OC)CN(C(=O)CSc1ccccc1C)CC2	-16	2
COc1cc(CNc2ccc(N3CCOCC3)cc2)ccc1OCC(=O)NC(C)(C)C	-25	11
Nc1[nH]n(-c2ccccc2)c(=O)c1N=Nc1ccc2c(c1)OCO2	10	2
CCC(=O)NC(c1cc(Cl)c2ccccc2c1O)C1CC1 (configuration not stated)	-17	-1
COc1cc(C(=O)Nc2cc(-c3cn4cccnc4n3)ccc2C)cc(OC)c1OC	-2	25
Cc1ccc(SCc2noc(C(=O)NCC3CCCO3)c2C(=O)O)cc1C (configuration not stated)	3	6
CCCCOC(=O)c1ccc(NC(=O)COC(=O)CN2C(=O)NC3(CCCC3)C2=O)cc1	20	-7
Cc1ccc(CN2CCC[C@]3(N[C@H](c4ccccc4)[C@@H]4C(=O)N(C)C(=O)[C@@H]43)C2=O)cc1	-3	1

An excerpt of these results, with two lines to a compound.
Each structure is followed by: TAG inh	TAG inh DAPI viability
COc1ccccc1N1CCN(CC(O)COc2ccc3c(c2)OCO3)CC1 (configuration not stated)
  -5	4
Cc1ccc(Cl)cc1-c1cc(C(=O)NCc2ccccc2)[nH]n1
  -2	4
COc1ccc(C(=O)COC(=O)c2cccc(-n3cnnn3)c2)c(OC)c1
  2	5
CC(=O)c1c(C)[nH]c(C(=O)OCC(=O)N2CCc3ccccc32)c1C
  -113	7
COC(C/C=C\C(=O)[C@H](C)OCc1ccccc1)OC
  10	3
O=C(NCCCCc1ccccc1)c1cccc(Br)c1
  -24	0
CCc1nc2ccc(C(=O)N3CCN(C(C)=O)CC3)cn2c1N(CCC(C)C)CCN(C)C
  11	0
Cc1ccc(S(=O)(=O)N2CCC(C(=O)OCCOc3ccccc3)CC2)cc1C
  2	0
COc1cc2c(cc1OC)CN(C(=O)CSc1ccccc1C)CC2
  -16	2
COc1cc(CNc2ccc(N3CCOCC3)cc2)ccc1OCC(=O)NC(C)(C)C
  -25	11
Nc1[nH]n(-c2ccccc2)c(=O)c1N=Nc1ccc2c(c1)OCO2
  10	2
CCC(=O)NC(c1cc(Cl)c2ccccc2c1O)C1CC1 (configuration not stated)
  -17	-1
COc1cc(C(=O)Nc2cc(-c3cn4cccnc4n3)ccc2C)cc(OC)c1OC
  -2	25
Cc1ccc(SCc2noc(C(=O)NCC3CCCO3)c2C(=O)O)cc1C (configuration not stated)
  3	6
CCCCOC(=O)c1ccc(NC(=O)COC(=O)CN2C(=O)NC3(CCCC3)C2=O)cc1
  20	-7
Cc1ccc(CN2CCC[C@]3(N[C@H](c4ccccc4)[C@@H]4C(=O)N(C)C(=O)[C@@H]43)C2=O)cc1
  -3	1

Next part.
SMILES	TAG inh	TAG inh DAPI viability
CCCC(CCC)n1[nH]c(=O)c2c(C)cc(C)nc21	5	0
COC(=O)CNC(=O)CCc1nnc(C2(c3ccc(Cl)cc3)CCC2)o1	-4	-2
C/C=C/C(=O)OCC(=O)Nc1cccc(S(=O)(=O)NC2=NCCCCC2)c1	-3	7
CCN(Cc1ccncc1)C(=O)c1cccc(S(=O)(=O)N2CCCCC2)c1	8	-4
O=C(Nc1nccs1)c1ccc(-c2ccc(F)c(Cl)c2)o1	25	18
Cc1ccc2nc(-c3ccccc3)cc(C(=O)O)c2c1	-1	-2
CC(C)Cc1nnc(NC(=O)CN2C(=O)NC3(CCCCC3)C2=O)s1	0	0
O=C1N[C@@H](Cc2ccccc2)C(=O)N2[C@H]1C[C@]1([C@]34C[C@H]5C(=O)N[C@@H](Cc6ccccc6)C(=O)N5[C@H]3N(S(=O)(=O)c3ccccc3)c3ccccc34)c3ccccc3N(S(=O)(=O)c3ccccc3)[C@H]21	24	-11
CN1CCc2c(OCC(=O)NC3CCCCC3)cccc2C1=O	3	3
O=C(CSc1n[nH]c(-c2ccco2)n1)Nc1sc2c(c1C(=O)Nc1ccccc1)CCCC2	15	1
CCCCCN(C(=O)NC(=O)Nc1cccc(C)c1C)S(C)(=O)=O	0	-2
O=C1Nc2cc(Cl)ccc2Nc2cscc21	-11	2
O=c1cc(Nc2ccc3c(c2)OCCO3)[nH]c(=O)n1-c1ccc(Cl)cc1	14	-9
CCOc1ccccc1N1CC(C(=O)Nc2ccccc2N2CCOCC2)CC1=O (configuration not stated)	-8	0
COc1ccc(-n2ncc3c(NCC4CCCO4)ncnc32)cc1 (configuration not stated)	5	-8
CCCSc1nc2c(cnn2-c2ccc(F)cc2)c(=O)[nH]1	-5	-4
CC(C)(C)[C@H]1C=C(C(=O)NC2CC2)O[C@@H](OCc2ccc(CO)cc2)C1	-59	-1
Cc1ccc2[nH]c(C(=O)N3CCOCC3)cc2c1	4	4
Cc1ccc(CN2C(=O)CCC2C(=O)NCCCN2CCOCC2)cc1 (configuration not stated)	-2	9
Cc1nc(SCc2nc3ccccc3[nH]2)c2oc3ccc(Br)cc3c2n1	6	3
COC(=O)c1cccnc1NC(=S)NC(C)C	6	-1
COc1cc(OC)cc(C(=O)NNC(=O)CCc2ccccc2)c1	0	5
CC(=O)c1c(C)[nH]c(C(=O)N2CCc3ccccc32)c1C	-10	2
COC(=O)c1sc2nc(-c3ccccc3)c3c(c2c1N)CCCC3	8	17
O=C1[C@H]2[C@@H](c3ccc(F)cc3)N3C(=O)N(c4cccc(Br)c4)C(=O)[C@@]3(Cc3ccccc3)[C@H]2C(=O)N1C1CCCCC1	17	-13
CC(C)C[C@H](NC(=O)OC(C)(C)C)c1nnc(SCc2cccc(F)c2)o1	37	-4
CCOc1nc(C)cc(C)c1S(=O)(=O)c1ccc(Cl)cc1	-5	2
CCn1c(COc2ccc(=O)n(-c3ccccc3)n2)nnc1SCc1ccc(C)cc1	-15	-5
C[C@@H]1NC(=O)[C@H](CCC(N)=O)NC(=O)c2cc([N+](=O)[O-])cc(I)c2NCCC[C@@H](C(N)=O)NC1=O	-2	4
Cn1cc(C(=O)C(=O)N2CCCc3ccccc32)c2ccccc21	0	-1
COc1ccc(C2/C(=C(\O)c3ccc(OC)c(Cl)c3)C(=O)C(=O)N2CCN(C)C)cc1 (configuration not stated)	-16	23
CC(=O)N1CCN(Cc2nc(-c3cccc(Cl)c3)no2)CC1	0	21
O=C(C1=C[C@@H]2[C@H]3C(=O)N(c4ccc(Cl)cc4)C(=O)[C@H]3[C@@H](C(=O)c3ccc(Cl)cc3)N2C=C1)c1ccccc1	6	-1
CCCCCCNC(=O)Cc1ccc(Br)cc1	-2	-6
Cc1cc(OCc2cc(C(=O)NC(C)c3cnn(C)c3)no2)cc(C)c1Cl (configuration not stated)	12	-3

This is a subset; the hit share may differ from the screen's.
